Screening results from PubChem.
M17LAP inhibition: P. falciparum M17LAP inhibitors, primary screen, biochemical, fluorogenic H-Leu-NHMec substrate, 1536-well (AID 1619) | inhibition, % at 30 µM, or IC50 in µM where a hit was titrated | recombinant M17LAP, H-Leu-NHMec fluorogenic kinetic assay; higher % means a stronger effect | actives 0.38% (n = 220,000);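 active = compound inhibiting the enzyme by more than half at any dose during confirmatory dose-response retesting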;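 also: plate controls were full reaction with DMSO carrier for no effect and no enzyme background for full effect; strong numbers were not always called active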
PMI inhibition: MPI inhibition at elevated mannose 6-phosphate – biochemical, fluorescence intensity, high mannose 6-phosphate, primary screen (AID 1220). recombinant PMI enzyme, coupled fluorescence intensity; higher % means a stronger effect. inhibition, % at 20 µM; hits with a dose series show IC50 in µM. actives 0.66% (n = 190,000)
Yfh1-off respiration: enhancers of respiration in Yfh1-depleted yeast, dose response, Friedreich's ataxia, plus single-dose screen (AID 1465) | actives 0.074% (n = 220,000) | one-dose fold induction at 50 µM; EC50 in µM for titrated hits | S. cerevisiae Yfh1-off respiration, WST-1 reduction, 72 h; higher fold induction means a stronger effect;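 active = fold induction of absorbance versus untreated yeast above a set limit, then at least 30% activation at any dose in follow-up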;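 also: activators that raise dye reduction in frataxin-depleted yeast; strong numbers were not always called active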
P. falciparum M1AAP: malaria alanyl aminopeptidase activity blockers – biochemical, fluorogenic H-Leu-NHMec substrate, 1536-well (AID 1445). actives 0.42% (n = 220,000). recombinant M1AAP, H-Leu-NHMec fluorogenic kinetic assay; higher % means a stronger effect. inhibition, % at 30 µM, or IC50 in µM where a hit was titrated;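 active = primary inhibition above the hit cutoff, then over 50% inhibition at one or more dose response concentrations, cut at about 23% in these data, passing the limit was not always enough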;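 also: plate controls were DMSO full reaction for no effect and no enzyme background for full effect; strong numbers were not always called active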
TNAP activation fold: human TNAP enzyme activators, primary screen, biochemical, luminescent, no phosphate acceptor, uHTS (AID 1001); purified TNAP, luminescent activation assay, no phosphate acceptor; higher activation fold means a stronger effect; activation fold at 20 µM, or EC50 in µM where a hit was titrated; actives 0.03% (n = 200,000); in the data active = activation fold from about 3, or a potency from the dose series; inactive = the rest, 99 in 100 with activation fold below about 1.6; also: many of its hits are not listed in these tables
LYP inhibition: inhibitors of LYP phosphatase, biochemical, fluorescence intensity, uHTS (AID 1779) | actives 0.054% (n = 290,000) | recombinant LYP phosphatase, fluorescence intensity; higher % means a stronger effect | inhibition, % at 11.5 µM; hits with a dose series show IC50 in µM;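 also: plate controls were vehicle with enzyme for no effect and no enzyme for full effect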
XIAP displacement: small molecules displacing peptide from XIAP – biochemical, IAP family, fluorescence polarization (AID 1018) | actives 0.007% (n = 200,000) | one-dose displacement, % at 20 µM; IC50 in µM for titrated hits | XIAP BIR domain, fluorescence polarization peptide displacement; higher % means a stronger effect; in the data active = displacement above about 50%; also: a part of the inactive calls stands beside numbers as strong as those of hits
human PMI inhibition: MPI enzyme activity inhibition – biochemical, fluorescence intensity, coupled assay, primary screen (AID 1209); purified PMI enzyme, coupled fluorescence intensity; higher % means a stronger effect; actives 0.42% (n = 190,000); one-dose inhibition, % at 20 µM; IC50 in µM for titrated hits;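 also: plate controls were DMSO vehicle for no effect and wells lacking substrate for full effect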
WT yeast gro inh: growth inhibition of WT yeast, mitochondrial fusion screen; AID 1362; inhibition, % at 10 µM; actives 2.1% (n = 190,000); mitochondrial fusion phenotypic screen, WT strain; in the data active = inhibition above about 58%; tested in S. cerevisiae
WT yeast gro inh mutant strain: recorded beside WT yeast gro inh, whose call it bears; inhibition, %; mitochondrial fusion phenotypic screen, mutant strain inhibition
Starred values were filed as active, the others as inactive; i = inactive; · = not tested or not shown. Rule as the data show it, unless noted: active = inhibition above about 50%; inactive = the rest. Random draw from the library; overall some 3.7% were active at least once.

Results follow in this order: M17LAP inhibition	PMI inhibition	Yfh1-off respiration	P. falciparum M1AAP	TNAP activation fold	LYP inhibition	XIAP displacement	human PMI inhibition	WT yeast gro inh	WT yeast gro inh mutant strain
O=C(O)C1CCCCN1S(=O)(=O)c1ccc(Cl)s1 (stereo not given)
  4%	-8%	i	8%	1.1	-7%	-3.3%	0%	-8	-7
CCCCCOc1ccc(C2NC(=O)NC2=O)cc1 (stereo not given)
  8%	20%	i	6%	1	-3%	-9.6%	18%	-5	-5
O=C(OCc1cc(=O)n2c(n1)sc1ccccc12)c1ccc(O)cc1O
  5%	4%	i	1%	1.1	-9%	-3.8%	-9%	-6	-6
CCN(CC)Cc1cc(CCNC(=O)c2ccc(Cl)cc2)ccc1O
  5%	1%	i	10%	1.1	-6%	-4.1%	3%	6	17
CN(CC(=O)Nc1ccc(C(N)=O)cc1)CC(=O)Nc1ccccc1Cl
  -13%	2%	i	0%	1.1	-9%	-7.5%	0%	1	9
COc1ccc(/C=C2\CCCc3c2nc2ccc(C)cc2c3C(=O)O)cc1O
  28%	·	i	22%	·	-6%	·	·	·	·
O=c1[nH]c2cc3c(cc2cc1CN(Cc1cccnc1)Cc1nnnn1Cc1ccco1)OCCO3
  8%	1%	i	27%*	1	-5%	-2.5%	6%	-6	-6
COCc1cc(C)nc(SCC(=O)N2CCC(C)CC2)c1C#N
  7%	-7%	i	7%	0.9	1%	-1.8%	3%	2	-1
Cc1c(NS(=O)(=O)c2ccc3c(c2)CCN3C(=O)C2CC2)c(=O)n(-c2ccccc2)n1C
  22%	0%	·	12%	1.1	-5%	-8.1%	4%	-18	-17
COc1ccc(CNC(=O)C2COc3ccccc3O2)cc1 (stereo not given)
  11%	-4%	i	5%	1.1	-4%	-3.0%	-4%	0	-3
O=C(/C=C/c1ccco1)NC(=S)Nc1ccc(N2CCOCC2)c(Cl)c1
  1%	4%	i	13%	1.1	-3%	-4.0%	5%	21	26
Brc1ccc(CSc2nnc(-c3ccco3)o2)cc1
  1%	10%	i	0%	1.1	-9%	-5.0%	7%	24	-12
CC(C)(C)C(=O)NC(=S)NNC(=O)c1ccc(-c2ccccc2)cc1
  6%	-18%	i	-8%	2	0%	1.6%	-3%	67*	28*
CCc1cccc(CC)c1NC(=O)CSc1nc2ccc(N3C(=O)C4C(C3=O)[C@H]3C=C[C@@H]4C3)cc2s1 (stereo not given in full)
  -23%	28%	i	10%	1	-1%	-9.7%	29%	0	-9
NS(=O)(=O)c1ccc(CCNC(=O)COC(=O)CN2C(=O)C3CCCCC3C2=O)cc1 (stereo not given)
  3%	-11%	i	1%	1.1	-5%	-6.5%	-13%	-8	-20
CNS(=O)(=O)c1ccc(NC(=O)C2CC(=O)N(c3ccc(Cl)cc3)C2)cc1 (stereo not given)
  -7%	-6%	i	-5%	1.1	-2%	-1.7%	-4%	0	-19
N/C(=N\OC(=O)CCCN1C(=O)c2ccccc2C1=O)c1ccc(Cl)cc1
  2%	-4%	i	0%	1	5%	-6.7%	-2%	2	17
Cc1ccc(Cl)cc1N1CCN(S(=O)(=O)N2CCCCC2)CC1
  2%	18%	i	8%	1.1	-1%	-3.7%	12%	73*	62*
Cc1cc(C(=O)N/N=C2\CC(=O)CC(C)(C)C2)c2ccccc2n1
  8%	26%	i	5%	1.1	2%	-2.9%	4%	0	-26
CN(C)c1cccc2c1c(NC(=O)c1ccc(Cl)cc1)nn2C
  3%	·	i	4%	·	-3%	·	·	·	·
COc1ccc(C(=O)NCc2ccc(N3CCN(C(=O)OC(C)(C)C)CC3)cc2)cc1
  -4%	14%	i	8%	1.1	4%	-12%	12%	-15	-9
Cc1c(N2C(=O)/C(=C/C3CC=CCC3)SC2=S)c(=O)n(-c2ccccc2)n1C (stereo not given)
  -2%	·	i	6%	·	2%	·	·	·	·
COc1ccc(-n2c(-c3cnccn3)n[nH]c2=S)cc1
  12%	2%	i	7%	1.1	-4%	-4.1%	-7%	-1	6
CCn1c(C)c(C)c2cc(C(=O)Nc3cccc(Cl)c3)ccc21
  -3%	17%	i	8%	1.1	-7%	-2.5%	15%	3	-5
Cn1cccc1/C=C(\C#N)C(N)=S
  5%	·	i	9%	·	-2%	·	·	·	·
CN(c1ccc(S(=O)(=O)N2CCOCC2)cn1)C1CCCCC1
  -1%	8%	i	3%	1.1	-2%	-2.7%	6%	-6	-15
CCc1nnc(NC(=O)CN2C(=O)c3ccccc3S2(=O)=O)s1
  9%	-4%	i	5%	1.2	-10%	-3.8%	2%	-7	-5
COc1ccc2c(C)c(C)c(=O)oc2c1OC
  2%	-4%	i	4%	1.1	-5%	3.1%	-3%	-4	9
CCCCc1nnc(NC(=O)CN2C(=O)c3ccccc3C2=O)s1
  -6%	9%	i	2%	1	-3%	-5.6%	9%	-2	-3
O=C(CCCOc1ccc(Cl)cc1Cl)NCCCO
  2%	-6%	i	4%	1.1	-11%	-3.9%	-1%	-8	-28

(more compounds)
Results follow in this order: M17LAP inhibition	PMI inhibition	Yfh1-off respiration	P. falciparum M1AAP	TNAP activation fold	LYP inhibition	XIAP displacement	human PMI inhibition	WT yeast gro inh	WT yeast gro inh mutant strain
CCOC(=O)c1ccccc1NC(=O)CN(c1ccccc1OC)S(C)(=O)=O
  0%	2%	i	1%	1.2	-3%	-5.6%	3%	-24	-23
O=C(NC1CCCCC1)C(c1cc2c(cc1[N+](=O)[O-])OCO2)N1CCCCC1 (stereo not given)
  9%	46%	i	10%	1	-3%	-5.8%	26%	7	-14
COc1cccc2c(=O)cc(C)n(CC(=O)Nc3ccccc3C)c12
  0%	-3%	i	0%	1.1	2%	-6.0%	0%	-11	11
CCOc1ccc(NC(=O)CCC(=O)NNC(=O)Nc2ccc(Cl)cc2)cc1
  2%	3%	i	6%	1.1	-3%	-3.4%	8%	0	8
Cc1ccc2cc(C)c3nnc(SCC(=O)NCc4ccco4)n3c2c1
  7%	9%	i	1%	1	0%	-7.7%	9%	38	18
COc1ccc([C@@H]2C(C#N)=C(N)S[C@@H](c3ccccc3)[C@@H]2[N+](=O)[O-])cc1
  -4%	9%	i	11%	1	4%	-8.7%	9%	15	15
COC(=O)c1c(C)c2c(C)cc3ccccn3c-2c1C(=O)OC
  4%	10%	i	5%	1	-4%	-5.6%	18%	-4	-2
COc1ccc(-c2nn3c(-c4ccccn4)nnc3s2)cc1OC
  -9%	-14%	i	7%	1.1	2%	-4.2%	-7%	-2	-4
O=C(C1CCCN(Cc2nc(-c3ccc(Cl)cc3)no2)C1)N1CCOCC1 (stereo not given)
  7%	-1%	i	6%	1.1	-9%	-1.9%	4%	-9	-8
C=CCOc1ccc2oc(=O)cc(C)c2c1
  5%	-1%	i	4%	1.1	-2%	-4.5%	-3%	2	0
CCOC(=O)c1cccc(NC(=O)CSc2nnc(C3CCCCC3)n2C)c1
  11%	12%	i	-2%	1.1	0%	-10%	17%	3	-5
c1ccc(OCCOCCN2CCN(C(c3ccccc3)c3ccccc3)CC2)cc1
  7%	0%	i	-5%	1.1	-4%	-10%	-13%	44	31
CN1C=CC=C/C1=C1/N=C(c2ccccc2)OC1=O
  5%	12%	i	1%	1	0%	-2.6%	-14%	-21	13
O=C(N/N=C\c1ccc2c(c1)OCO2)c1ccc(Cn2cc(Br)c([N+](=O)[O-])n2)o1
  1%	8%	i	-4%	0.9	-1%	-6.6%	14%	0	-6
Oc1ccc(CCc2n[nH]c(=S)n2-c2ccc(F)cc2)cc1
  -8%	·	i	8%	·	-6%	·	·	·	·
CCOC(=O)CSc1nn(C)c(=S)s1
  18%	-18%	i	1%	1.1	5%	-4.2%	-10%	-18	6
O=C(c1ccc(NC2=NC3CS(=O)(=O)CC3S2)cc1)N1CCc2ccccc2C1 (stereo not given)
  4%	6%	i	4%	1	-2%	-2.0%	6%	13	7
O=C(CCC1CCCC1)Nc1ccc([N+](=O)[O-])cn1
  1%	0%	i	-6%	1.1	-4%	-6.9%	-2%	5	-26
CC(C)CC1(C)NC(=O)N(CC(=O)Nc2cccc(S(=O)(=O)N(C)c3ccccc3)c2)C1=O (stereo not given)
  0%	9%	i	0%	1.2	-4%	-11%	17%	-4	0
COc1ccccc1CNC(=O)c1oc2ccc(S(=O)(=O)N3CCCC3)cc2c1C
  -7%	-1%	i	0%	1.1	-6%	-6.8%	10%	19	16
COc1ccc(C(=S)N2CCCCC2)cc1Br
  -3%	2%	i	3%	1.1	-7%	36%	0%	-18	14
O=C(NCCSc1c[nH]c2ccccc12)c1ccco1
  12%	7%	i	2%	1.2	-10%	2.2%	5%	11	1
Cc1ccc(NC2=C(Cl)C(=O)N(C3CCCCC3)C2=O)cc1
  6%	3%	i	0%	1	-2%	-15%	2%	17	-2
CCOC(=O)N1CCc2c(sc3c2C(=O)NC(c2ccccc2)N3)C1 (stereo not given)
  -41%	61%*	·	6%	1.1	-7%	-7.0%	26%	14	-22
COc1cc(C(=O)Nc2ccc(S(=O)(=O)Nc3nccc(C)n3)cc2)c([N+](=O)[O-])cc1OC
  9%	·	i	8%	·	-3%	·	·	·	·
COc1ccc(S(=O)(=O)N2CCCCC2)cc1NS(=O)(=O)c1ccccc1F
  7%	-16%	i	15%	1.2	-4%	-2.1%	-26%	0	-15
Cc1cc(-c2csc(NC(=O)c3ccc(=O)[nH]c3)n2)c(C)n1Cc1ccco1
  3%	·	i	18%	·	0%	·	·	·	·
CCOC(=O)c1nc(C)c(C(C)=O)s1
  -10%	·	i	-2%	·	-7%	·	·	·	·
O=C(NCc1ccco1)C1OCCc2ccccc21 (stereo not given)
  14%	-4%	i	1%	1.1	4%	-5.1%	-1%	9	-44
O=C(Nc1cccnc1)c1ccc2c(c1)C(=O)N(CC1CCCO1)C2=O (stereo not given)
  1%	8%	i	9%	1.1	-6%	-2.9%	1%	-1	10
CNS(=O)(=O)c1ccc(NC(=O)c2cncc(Br)c2)cc1
  2%	-5%	i	4%	1.1	-10%	-4.4%	-11%	7	4
Cc1nn(CC(=O)Nc2ccc(C(=O)N(C)C)cc2)c(=O)c2ccccc12
  8%	2%	i	1%	1.1	-4%	0.9%	7%	-20	-18

Full records as entered above.
`Cc1cc(-c2csc(NC(=O)c3ccc(=O)[nH]c3)n2)c(C)n1Cc1ccco1` as listed: M17LAP inhibition = 3%; PMI inhibition = ·; Yfh1-off respiration = i; P. falciparum M1AAP = 18%; TNAP activation fold = ·; LYP inhibition = 0%; XIAP displacement = ·; human PMI inhibition = ·; WT yeast gro inh = ·; WT yeast gro inh mutant strain = ·
`CN1C=CC=C/C1=C1/N=C(c2ccccc2)OC1=O` as listed: M17LAP inhibition = 5%; PMI inhibition = 12%; Yfh1-off respiration = i; P. falciparum M1AAP = 1%; TNAP activation fold = 1; LYP inhibition = 0%; XIAP displacement = -2.6%; human PMI inhibition = -14%; WT yeast gro inh = -21; WT yeast gro inh mutant strain = 13
